TMEM16A act – TMEM16A chloride channel activators or potentiators, primary screen, cell-based, HTS; Anoctamin-1 (Mus musculus), Q8BHY3; HEK293 TMEM16A/YFP-H148Q/I152L, iodide quench fluorescence; stronger effect = lower value; B-score at 10 µM; actives 0.3% (n = 340,000); AID 623877, 2012;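 active = fluorescence-ratio B-score plate-corrected deviation score at least 3 library SD below zero, with starting fluorescence score within 5 deviations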;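 also: channel opened by trigger with iodide after compound preincubation; score built on the fluorescence ratio of max minus min over baseline; more negative score means more quench and so TMEM16A activation or potentiation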
Target sequence (Q8BHY3 whole entry, looked up): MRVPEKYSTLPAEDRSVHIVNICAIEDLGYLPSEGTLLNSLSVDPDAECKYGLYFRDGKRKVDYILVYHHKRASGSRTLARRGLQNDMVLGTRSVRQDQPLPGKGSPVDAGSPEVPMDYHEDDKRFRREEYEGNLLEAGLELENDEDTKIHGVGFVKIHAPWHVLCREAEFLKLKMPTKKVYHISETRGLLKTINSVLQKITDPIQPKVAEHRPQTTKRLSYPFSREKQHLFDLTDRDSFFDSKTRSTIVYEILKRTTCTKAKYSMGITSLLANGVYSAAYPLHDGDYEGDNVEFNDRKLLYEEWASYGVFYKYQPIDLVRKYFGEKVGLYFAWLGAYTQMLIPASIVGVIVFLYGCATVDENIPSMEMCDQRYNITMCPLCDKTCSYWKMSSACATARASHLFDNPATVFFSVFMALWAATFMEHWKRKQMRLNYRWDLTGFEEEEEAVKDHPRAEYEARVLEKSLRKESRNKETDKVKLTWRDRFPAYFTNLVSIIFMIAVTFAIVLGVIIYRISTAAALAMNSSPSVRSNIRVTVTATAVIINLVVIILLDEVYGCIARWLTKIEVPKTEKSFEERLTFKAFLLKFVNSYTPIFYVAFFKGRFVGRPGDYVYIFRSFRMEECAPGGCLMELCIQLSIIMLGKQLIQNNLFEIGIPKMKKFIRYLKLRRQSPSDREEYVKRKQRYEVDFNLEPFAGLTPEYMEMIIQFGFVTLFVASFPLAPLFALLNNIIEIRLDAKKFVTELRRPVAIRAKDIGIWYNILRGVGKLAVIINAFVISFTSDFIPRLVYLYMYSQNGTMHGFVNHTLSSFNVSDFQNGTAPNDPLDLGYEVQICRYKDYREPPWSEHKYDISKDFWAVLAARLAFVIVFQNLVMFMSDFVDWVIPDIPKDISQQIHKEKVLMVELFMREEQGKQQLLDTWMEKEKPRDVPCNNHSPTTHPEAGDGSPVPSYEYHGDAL
Calls only; i = inactive. A portion of the library. The share of hits here may be higher or lower than overall.

SMILES	TMEM16A act
CC1CCN(C(=O)Cn2cc([N+](=O)[O-])ccc2=O)c2ccccc2S1 (centres undefined)	i
CC(OC(=O)c1ccc(-n2cnnn2)cc1)C(=O)Nc1ccccc1[N+](=O)[O-] (centres undefined)	i
CC(C)(C)n1ncc2c(=O)n(Cc3cccc(Cn4cnc5c(cnn5C(C)(C)C)c4=O)c3F)cnc21	i
COc1ccccc1-c1oc2ccccc2c1C#CC1(O)CCCCC1	i
O=C(CN1C(=O)NC2(CCCCCCC2)C1=O)Nc1c(Cl)cccc1Cl	i
CC(C)(CNS(=O)(=O)c1ccc2ccccc2c1)N1CCOCC1	i
Oc1ccc(Cl)cc1CNCc1ccc(Cl)nc1	i
CCC1CCc2sc(C(=O)N(C)CC(=O)Nc3cccc(OC)c3)cc2C1 (centres undefined)	i
CCN(CCS(=O)(=O)c1ccc(Br)cc1)Cc1nc2ccccc2c(=O)[nH]1	i
CC(C)(C)OC(=O)C[C@@H]1C/C=C\C[C@H](CC(=O)NCCO)C(=O)N[C@H](Cc2ccccc2)COC1=O	i

The closing two entries of the section above open the next one:
SMILES	TMEM16A act
CCN(CCS(=O)(=O)c1ccc(Br)cc1)Cc1nc2ccccc2c(=O)[nH]1	i
CC(C)(C)OC(=O)C[C@@H]1C/C=C\C[C@H](CC(=O)NCCO)C(=O)N[C@H](Cc2ccccc2)COC1=O	i
Cc1ccc(NC(=O)COC(=O)c2ccc(OC(F)F)cc2)cc1S(=O)(=O)N1CCCCC1	i
C#CCOCCOCCOCCNc1nc(N2CCN(C(=O)[C@H]([C@@H](C)CC)n3cc([C@@H](N)CO)nn3)CC2)nc(N2CCN(C(=O)[C@H](CCCCN)n3cc([C@@H](N)CO)nn3)CC2)n1	i
O=C(Nc1cccc(Br)c1)c1ccc2c(c1)SC1=NS(=O)(=O)CCN12	i
Cc1occc1-c1nnc(SCC(=O)NC2(C#N)CCCC2)n1C	i
Cc1cccc(NC(=O)c2nc[nH]c2C(=O)N2CCC(C)CC2)c1	i
C=CC[C@H](CC(=O)NCCO)C(=O)N[C@H](COC(=O)[C@@H](CC=C)CC(=O)OC(C)(C)C)Cc1c[nH]c2ccccc12	i
CC1(C)OC2CC3C4CC=C5CC(O)CCC5(C)C4CCC3(C)C2(C(=O)CO)O1 (centres undefined)	i
O=C(O)c1c(Cl)cccc1Cl	i
COc1cccc(NC(=O)CN(C)C(=O)c2cc(S(=O)(=O)Nc3ccccc3OC)ccc2C)c1	i
CCC(c1nnc(SC(C)C(=O)NC2CC2)n1-c1ccc(OC)cc1)N(C)C (centres undefined)	i
O=C(O)c1cc(S(=O)(=O)N2CCOCC2)c[nH]1	i
O=C(Nc1cccc(S(=O)(=O)N2CCCC2)c1)c1cc(=O)[nH]c2ccccc12	i
Cc1c(C(=O)N2CCCCC2)oc2ccccc12	i
COc1cccc(OC)c1C(=O)OCc1c(-c2ccccc2)ncc2ccccc12	i
O=C(COC(=O)c1ccc(F)cc1F)c1ccc[nH]1	i
NC(=S)NN=C1c2cc(Cl)ccc2-c2c1cc(Cl)cc2[N+](=O)[O-]	i
COc1ccc([C@H]2CC(=O)C=C(/C=C/c3ccccc3)C2)cc1	i
O=C(O)CCCCCN1C(=O)/C(=C/c2cn(-c3ccccc3)nc2-c2cccs2)SC1=S	i
CC(=O)C1(O)CCC2C3CCC4CC(=O)CCC4(C)C3C(=O)CC21C (centres undefined)	i
CCOC(=O)c1ccc(S(=O)(=O)Nc2cc(S(=O)(=O)N3CCOCC3)ccc2O)cc1	i
O=C(OCc1c(F)cccc1Cl)c1cccc(S(=O)(=O)N2CCOCC2)c1	i
NS(=O)(=O)c1cccc(NC(=O)c2ccc(NS(=O)(=O)c3cccc([N+](=O)[O-])c3)cc2)c1	i
COc1ccc(CNC(=O)c2ccccc2SCC(=O)NCc2ccco2)cc1	i
COc1ccc(NS(=O)(=O)c2ccc(C)c(NC(=O)CNC(=O)c3ccco3)c2)cc1	i
CC(C)(c1cc(Br)c(O)c(Br)c1)c1cc(Br)c(O)c(Br)c1	i
CCC(C)c1ccccc1N1CC(C(=O)NCCCn2nc(C)cc2C)CC1=O (centres undefined)	i
C[C@@H]1CCCCCCCCC(=O)OCCN[C@H](C)CCCCCCCCC(=O)OCCN[C@H](C)CCCCCCCCC(=O)OCCN1	i
CN(Cc1ccccc1)C(=O)COC(=O)COc1ccc(Cl)cc1	i
C[C@@H](O)CC#Cc1ccc2oc(=O)c(-n3cc(-c4ccsc4)nn3)cc2c1	i
CCN(C(=O)COC(=O)c1c2c(nc3ccccc13)CCC2)c1c(N)n(Cc2ccccc2)c(=O)[nH]c1=O	i
CN(C)C(CNC(=O)c1cc(S(=O)(=O)N2CCOCC2)ccc1F)c1cccs1 (centres undefined)	i
CC(C)C[C@@H](CO)N(Cc1ccccc1)S(=O)(=O)N(Cc1ccccc1)[C@H](CO)CC(C)C	i
O=C1Cc2cc(S(=O)(=O)NCc3ccc(F)cc3)ccc2N1	i
CS(=O)(=O)c1ccc(Cl)c(NC(=O)COC(=O)CCN2C(=O)C3CC=CCC3C2=O)c1 (centres undefined)	i
O=C(Oc1ccccc1)c1ccccc1	i
COc1ccc([C@H]2CC(=O)C=C(c3ccc(F)nc3)C2)cc1OC	i
COc1ccc(CCNC(=O)C2CCN(Cc3nc(-c4ccc(Cl)cc4)oc3C)CC2)cc1OC	i
O=C1CCCN1C(=O)CSc1nnnn1-c1ccccc1	i
Cc1cccc(NC(=O)c2ccc(S(=O)(=O)NCc3ccco3)cc2)n1	i
CSc1nc2[nH]c(=O)n(O)c(=O)c2n1Cc1ccccc1	i
CCCN(C(=O)c1ccc(N2CCCC2=O)cc1)C1CCS(=O)(=O)C1 (centres undefined)	i
COP(=O)(OC)c1ccc(NCc2cc(O)ccc2O)cc1	i
COC(=O)c1ccc(NS(=O)(=O)c2ccc(S(=O)(=O)N3CCOCC3)cc2)cc1	i
O=C(O)c1c[nH]c2ccc([N+](=O)[O-])cc2c1=O	i
Cc1ccc(S(=O)(=O)N2CCCN(C(C)c3nc4ccccc4c(=O)[nH]3)CC2)cc1 (centres undefined)	i
Cc1ccnc(NC(c2ccccc2)c2ccc3cccnc3c2O)c1 (centres undefined)	i
Cc1ccc(CN2CC(C(=O)N(CC(C)C)c3c(N)n(Cc4ccccc4)c(=O)[nH]c3=O)CC2=O)cc1 (centres undefined)	i
C[C@H](CO)N1C[C@H](C)[C@@H](CN(C)Cc2ccccc2)Oc2c(NS(=O)(=O)c3ccc(F)cc3)cccc2C1=O	i
O=C(CN1C(=O)C2CC=CCC2C1=O)Nc1nnc(C2CC2)s1 (centres undefined)	i
Cn1cnc(C(=O)NCc2ccc(CNC(=O)OC(C)(C)C)cc2)c1C(=O)NCc1ccc(CNC(=O)OC(C)(C)C)cc1	i
Remaining list, next part.
SMILES	TMEM16A act
O=C(NCCc1ccc(Cl)cc1Cl)C1=CC=CN2CCS(=O)(=O)N=C12	i
Cc1ccc(S(=O)(=O)N2CCN(CCOc3c(Cl)cccc3Cl)CC2)cc1C	i
CC1CC(=NNC(=O)C2COc3ccccc3O2)CC(C)(C)C1 (centres undefined)	i
Cc1c(Cl)cccc1NC(=S)C(=C([O-])c1ccc(Cl)s1)[n+]1ccccc1	i
C[C@@H]1CN([C@H](C)CO)C(=O)Cc2cc(NC(=O)Nc3ccccc3)ccc2O[C@@H]1CN(C)C(=O)Nc1ccc2c(c1)OCO2	i
CN(C)c1ccc(/C=C(/C#N)C(=O)Nc2nc3c(s2)CCN(Cc2ccccc2)C3)cc1	i
COc1ccccc1NS(=O)(=O)c1cccc(NC(=O)c2cncc(Br)c2)c1	i
CC1CCN(S(=O)(=O)c2ccc(NC(=O)C3CCCCC3C(=O)O)cc2)CC1 (centres undefined)	i
CCN(CC1COc2ccccc2O1)C(=O)CN1C(=O)NC(C)(c2ccccc2)C1=O (centres undefined)	i
COc1ccccc1C1CC(=O)Oc2cc(C)c(Br)c(C)c21 (centres undefined)	i
N#CCC(=O)Nc1ccc(C(=O)Nc2ccc3c(c2)OCO3)cc1	i
CCN(C(=O)COC(=O)c1ncc(Cl)c(Cl)c1Cl)c1c(N)n(Cc2ccccc2)c(=O)[nH]c1=O	i
COc1ccc(C(=O)NCc2ccccc2CN2CCCC2)cc1S(=O)(=O)N1CCOCC1	i
CC1(C)SC(C)(C)N(C=O)C1C(=O)O (centres undefined)	i
COc1cc(OCc2ccccc2)c(OC)c(OCc2ccccc2)c1	i
CCCN(C1CCS(=O)(=O)C1)S(=O)(=O)c1ccc2ccccc2c1 (centres undefined)	i
CC(=O)OCC(=O)C12OC(C)(C)OC1CC1C3CC=C4CC(O)CCC4(C)C3CCC12C (centres undefined)	i
CCOC(=O)C1CCCN(C(=O)CCNS(=O)(=O)c2ccc(Br)cc2)C1 (centres undefined)	i
Nc1ccn(CC(=O)NCCCc2ccccc2)c(=O)n1	i
COc1cc(C(=O)OCC(=O)NC23CC4CC(CC(C4)C2)C3)cc(OC)c1OC	i

Three entries from above, in CSV form:
SMILES,TMEM16A act
CCN(C(=O)COC(=O)c1ncc(Cl)c(Cl)c1Cl)c1c(N)n(Cc2ccccc2)c(=O)[nH]c1=O,i
COc1ccc(C(=O)NCc2ccccc2CN2CCCC2)cc1S(=O)(=O)N1CCOCC1,i
CC1(C)SC(C)(C)N(C=O)C1C(=O)O (centres undefined),i

A run of entries from further up, for reference:
SMILES	TMEM16A act
CC1(C)SC(C)(C)N(C=O)C1C(=O)O (centres undefined)	i
COc1cc(OCc2ccccc2)c(OC)c(OCc2ccccc2)c1	i
CCCN(C1CCS(=O)(=O)C1)S(=O)(=O)c1ccc2ccccc2c1 (centres undefined)	i
CC(=O)OCC(=O)C12OC(C)(C)OC1CC1C3CC=C4CC(O)CCC4(C)C3CCC12C (centres undefined)	i

The list goes on.
SMILES	TMEM16A act
Cc1csc(SCC(=O)Nc2ccc(C)c(F)c2)n1	i
CCN(CC)C(=O)CSc1nnc(SC(C)C(=O)NC2CC2)s1 (centres undefined)	i
Cc1[nH][nH]c(=O)c1C(c1ccc(-c2ccc(Cl)c(C(=O)O)c2)o1)c1c(C)[nH][nH]c1=O	i
O=C(CNC(=O)C1CCCCC1)OCC(=O)c1ccc(F)cc1	i
O=C(COC(=O)COc1ccccc1F)NCc1ccco1	i
O=C(NCc1cccc(Cl)c1)c1cccc(S(=O)(=O)N2CCCC2)c1	i
CCCCN(C(=O)c1ccc2c(c1)NC(=O)CS2)c1ccccc1	i
C=CC[C@H](CC(=O)N(CCO)Cc1ccccc1)C(=O)N[C@H](COC(=O)[C@H](CC=C)CC(=O)OC(C)(C)C)Cc1ccccc1	i
O=C(Nc1ccc(N2CCCCC2)cc1)C1CCCN1S(=O)(=O)c1ccc(F)cc1 (centres undefined)	i
Cc1cccc(C(C(C(=O)c2ccccc2)N2CCOCC2)N2CCOCC2)c1 (centres undefined)	i
COc1ccc(CN(C)C(=O)c2ccc(Cl)c(S(=O)(=O)NCc3cccnc3)c2)cc1F	i
O=[N+]([O-])c1ccc(N/N=C/c2sc(N3CCOCC3)nc2-c2ccccc2)c(S(=O)(=O)Nc2ccccc2Cl)c1	i
O=C(COC(=O)C1CC2CCCC(C1)C2=O)Nc1ccc(F)c(Cl)c1 (centres undefined)	i
O=C(COC(=O)C12CC3CC(CC(Cl)(C3)C1)C2)Nc1ccc2[nH]c(=O)[nH]c2c1	i
CN(C(=O)CSc1nc(-c2cccs2)nc2ccccc12)C1CCS(=O)(=O)C1 (centres undefined)	i
CCc1ccccc1NC(=O)CN1CCN(C(=O)CNC(=O)Cc2cccc3ccccc23)CC1	i
CCN(CC(=O)Nc1cccc(Br)c1)Cc1nc2ccccc2c(=O)[nH]1	i
CCC(C)c1ccccc1NC(=O)CN(CC)CC(=O)Nc1ccc2c(c1)OCCO2 (centres undefined)	i
Cc1ccc(S(=O)(=O)N2C/C=C\CN(S(=O)(=O)c3ccccc3Br)CC2)cc1	i
O=C(O)/C(=C\c1cccc(C(F)(F)F)c1)c1ccc(S(=O)(=O)N2CCCC2)s1	i
CCC(=O)Nc1nonc1-c1nc2ccccc2n1Cc1ccc(Cl)c(Cl)c1	i
O=C(COC(=O)/C=C/c1cccc(Cl)c1)Nc1c(F)cccc1F	i
COc1cc(C(=O)OCc2cc(=O)n3ccsc3n2)ccc1OC(C)C	i
COCc1ccc(-c2c(-c3cc(OC)cc(OC)c3)oc(=O)c3cc(OC)c(OC)cc23)cc1	i
NS(=O)(=O)c1cccc(NC(=O)CSc2nc3ccccc3c(=O)n2Cc2ccco2)c1	i
CN1CCN(S(=O)(=O)c2cccc(C(=O)N3CCN(c4ccccc4F)CC3)c2)CC1	i
CC(=O)Nc1ccc(SCCN2CC[C@@H](C(C)(C)C)CCC2=O)cc1	i
Cc1cc(=O)n(C(C)c2ccccc2)n1C(C)c1ccccc1 (centres undefined)	i
Cc1cccc(C(=O)NNC(=O)c2n[nH]c(=O)c3ccccc23)c1C	i
COc1ccc(CNC(=O)COC(=O)c2ccc(OCC3CCCO3)cc2)cc1 (centres undefined)	i
O=C(Cc1cccc(NC(=O)C2CCN(C(=O)C3CC3)CC2)c1)Nc1cccc(C(=O)N2CCCC2)c1	i
CN(CC(=O)Nc1ccccc1C(F)(F)F)C(=O)c1ccc2c(=O)n3c(nc2c1)CCC3	i
CC(=O)c1ccccc1NC(=O)COC(=O)c1cc[n+]([O-])cc1	i
CC(C)(C)CNC(=O)[C@]1(C)CCC[C@@]2(C)C3CC[C@@]4(C)C[C@]3(CCC21)CC4=O (some centres undefined)	i
CC(=O)Nc1ccc(SCCN2CC[C@@H](O)CCC2=O)cc1	i
Cc1ccc(S(=O)(=O)CCC(=O)Nc2sccc2C(N)=O)cc1	i

Screens as filed in PubChem BioAssay.
